FUS suppressor – suppressors of FUS proteinopathy in yeast. Potency, µM (top dose mostly 76.6 µM), without a hit: at the top dose growth rescue (activation), usual class: activators. S. cerevisiae FUS-expressing, growth rescue, OD600, 24 h. actives 0.24% (n = 390,000);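 further: potency means the concentration at half of the fitted maximal effect; plate controls were DMSO vehicle for no effect and reference control for full effect; nearly all actives have a fitted effect of over 55% in size; some results filed as inactive show a strong effect at the top dose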
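Yeast FUS proteinopathy model; galactose-induced FUS (2%), starting OD 0.005. Cpds in dilution series, 24hr, 30C, 99% humidity. Abs 600 nm growth. Pos ctrl CP55940 (top 92uM final); neg ctrl DMSO.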
DRD3 antagonist – blocks the human D3 dopamine receptor; P35462; D3R cells, DiscoveRx beta-arrestin luminescence, antagonist mode; active compounds read low; max response, negative = inhibition, %; actives 2.5% (n = 360,000); AID 652054; in the data active means max response below about -50%; inconclusive means no clear call, values can overlap the other calls; further: on the % scale 0 is the no-effect control and ±100 the full control effect; mostly tested at two doses, the higher about 12 µM
Target sequence (P35462 whole entry, looked up): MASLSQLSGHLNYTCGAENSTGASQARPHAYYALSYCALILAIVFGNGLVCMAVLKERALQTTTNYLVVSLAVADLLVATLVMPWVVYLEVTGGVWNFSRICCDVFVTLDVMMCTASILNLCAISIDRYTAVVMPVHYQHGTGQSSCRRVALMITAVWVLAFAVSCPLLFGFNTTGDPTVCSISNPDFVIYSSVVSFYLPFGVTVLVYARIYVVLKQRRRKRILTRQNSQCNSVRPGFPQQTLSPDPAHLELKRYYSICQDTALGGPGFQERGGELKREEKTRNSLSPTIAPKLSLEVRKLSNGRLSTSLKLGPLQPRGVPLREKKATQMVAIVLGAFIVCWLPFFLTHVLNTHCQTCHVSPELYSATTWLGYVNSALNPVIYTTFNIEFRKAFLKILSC
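Cells plated overnight at 1500 cells/well, then exposed to library compounds with dopamine controls for 90 minutes at 37 degrees C. DiscoveRx reagent added for 30–60 minutes at room temperature; luminescence read, quantitative HTS format.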
EPAC2 ag – agonists of human EPAC2 (RAPGEF4). Q8WZA2. EPAC2 activation, biochemical qHTS; response scale: 100% = 6.5 mM cAMP response. Potency, µM (titrated, usually from 154 µM), without a hit: at the highest dose activation, usual class: activators. actives 0.079% (n = 360,000). AID 720711; further: potency means the concentration at half of the fitted maximal effect; nearly all actives have a fitted effect of over 50% in size
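Exchange assay: 100 nM EPAC2 with 250 nM Rap1B-BODIPY-GDP and 50 uM GDP. Fluorescence (ex 480/em 540 nm) read every 5 min for 30 min at room temperature. Data normalized to 6.5 mM cAMP as agonist control.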
EPAC2 antag – antagonists of human EPAC2. Q8WZA2. EPAC2 GEF exchange of Rap1B-BODIPY-GDP, fluorescence. Potency, µM (titrated, usually from 114 µM), inactives show top-dose activity, negative = inhibition, most hits filed as inhibitors. actives 0.18% (n = 360,000). AID 720708; further: potency means the concentration at half of the fitted maximal effect; on the % scale 0 is the no-effect control and ±100 the full control effect; nearly all actives have a fitted effect of over 45% in size; many of its hits are not listed in these tables
aSyn yeast inh – inhibitors of alpha-synuclein toxicity in yeast; Yeast expressing alpha-synuclein, growth rescue, BacTiter-Glo, 24 h; Potency, µM (titrated, usually from 46.1 µM), for inactives: at the top dose growth rescue (activation), usual class: activators; actives 0.14% (n = 370,000); AID 652106; further: potency means the concentration at half of the fitted maximal effect; % of control where 0% means no effect; nearly all actives have a fitted effect of over 65% in size
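Rescue of yeast growth: cells expressing toxic alpha-synuclein, induced in galactose at OD600 0.02, incubated with compound 24 h at 30 C. ATP luminescence quantified growth; inhibitors of toxicity appear as activators.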
Abeta yeast res – restores growth of yeast expressing A-beta42 peptide; yeast expressing A-beta42, growth rescue, OD600, 48 h; response scale: 0% DMSO, 100% iron-clioquinol control; Potency, µM (doses to about 46.1 µM), for inactives: at the top dose growth rescue, hits mostly activators; actives 0.063% (n = 410,000); further: potency means the concentration at half of the fitted maximal effect; nearly all actives have a fitted effect of over 55% in size
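Growth rescue measured by 600 nm absorbance after 48 h yeast culture at 30 C with compound. Values normalized between DMSO and an equimolar ferric chloride plus clioquinol control.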
DRD3 agonist – D3 dopamine receptor (human) agonism | P35462 | D3R DiscoveRx beta-arrestin cells, luminescence, 90 min | max activation, % | actives 0.58% (n = 410,000) | AID 652048; in the data active means max activation above about 30%; further: 0% is about no effect; mostly tested at two doses, the higher about 12 µM
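Agonist-mode cell screen: cells plated at 1500/well and incubated overnight at 37 °C, then exposed to library compounds for 90 min at 37 °C. Detection reagent was added for 30–60 min at room temperature, and luminescence was read.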
TDP-43 yeast inh – TDP-43 toxicity inhibition in yeast; TDP-43 expressing yeast growth rescue, BacTiter-Glo, 24 h; Potency, µM (titrated, usually from 46.1 µM), without a hit: at the top dose growth rescue (activation), hits mostly activators; actives 1.8% (n = 410,000); further: potency means the concentration at half of the fitted maximal effect; % of control where 0% means no effect; nearly all actives have a fitted effect of over 50% in size
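Luminescence from BacTiter-Glo reports growth of TDP-43-expressing yeast after 24 hr at 30 deg C with compound. Cells were raffinose-pregrown to mid-log, then seeded in galactose medium at OD600=0.02.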
The depositor's hits bear a star; ? = inconclusive; . = no result given; [ ] = remark or other dose. Unless noted, the call rests on the fitted dose curve; in most records, active means well fitted curve in the direction sought with a large enough effect; inconclusive means small, poorly fitted or top-dose-only effect, or another doubt; inactive means no such curve, though single readings can be large; an effect the other way counts as inactive or inconclusive. Not all compounds are listed, so the mix of outcomes need not match the whole.

SMILES	FUS suppressor	DRD3 antagonist	EPAC2 ag	EPAC2 antag	aSyn yeast inh	Abeta yeast res	DRD3 agonist	TDP-43 yeast inh
CC1(C)Cc2c(cnn2-c2ccccc2)-c2c1c1ccccc1n2CC(O)CBr (stereo unspecified)	?	0.0	-2.2%	-8.7%	9.5%	11.7%	11.9	2.1%
CC(C)CC(=O)c1c[nH]c(C(=O)O)c1	-9.9%	10.1	0.4%	-5.2%	2.8%	-6.0%	1.3	2.2%[9.22 µM]
CC(CNC(=O)C1CCN(Cc2cc3ccccc3n2Cc2ccccc2)CC1)c1ccccc1 (stereo unspecified)	19.8%	.	.	.	.	20.3%	-13.8	10.9%
CC(C)n1c(O)c(N=Nc2ccccn2)c2ccccc21	-14.4%	4.4	5.7%	-0.3%	-5.2%	-4.2%	0.5	20.0%
COc1cccc(CNC23CC4CC(CC(C4)C2)C3)c1OCc1ccccc1	0.7%	18.3	6.6%	7.4%	2.9%	8.2%	0.5	9.8%
O=C(O)C(=O)/C(=C\c1cccc2ccccc12)c1ccc2ccccc2n1	12.0%	-13.5	23.1%	19.8%	6.1%	-17.6%	-3.3	?
CC(C)(C)c1ccc(/C=N/N2C(=O)CSC2=S)cc1	15.5%	3.9	-0.6%	-0.7%	0.3%	17.0%	8.1	11.5%
CCCOC(=O)c1ccc(Cn2nnc3sc4c(c3c2=O)CCC(C)C4)cc1 (stereo unspecified)	-5.4%	.	.	.	.	-5.3%	9.7	17.3%
O=C(CCC(NC(=O)OCc1ccccc1)C(=O)OCc1ccccc1)NCC(=O)OCc1ccccc1 (stereo unspecified)	17.8%	?	-7.6%	-5.2%	5.0%	-20.0%	8.5	7.7%
O=c1cc(COn2nnc3ccc(C(F)(F)F)cc32)nc2sccn12	0.8%	3.9	-6.5%	-0.8%	12.2%	14.6%	5.1	10µM*
Cc1ccc(C)c(N2CCN(C(=O)C3CCN(c4nc(C)cc(C)n4)CC3)CC2)c1	?	110.0	14.0%	-4.4%	-1.1%	-24.4%	17.8	-17.5%
COc1cccc(CSc2nc3n(n2)C(CC(C)C)C(C(=O)Nc2ccccc2OC)=C(C)N3)c1 (stereo unspecified)	-5.4%	.	.	.	.	-4.7%	1.4	21.8%
NNC(=O)c1ccc(Cn2cccn2)o1	46.8%	-12.9	4.2%	10.5%	-6.9%	?	-12.1	0.0%
Cc1ccc(S(=O)(=O)N2CCN(C(=O)CSc3ccc(F)cc3)CC2)cc1	10.2%	-6.0	1.0%	-6.7%	-2.9%	-4.6%	-2.0	1.3%
Cc1cc([N+](=O)[O-])ccc1NC(=O)c1cccc(NC(=O)C(C)C)c1	-20.6%	-12.6	14.1%	-12.3%	5.1%	4.0%	-3.4	4.5%
C[C@H](CO)N1C[C@H](C)[C@@H](CN(C)C(=O)NC2CCCCC2)Oc2ccc(NC(=O)Nc3ccc(C(F)(F)F)cc3)cc2C1=O	?	29.0	-5.1%	-6.7%	3.0%	6.7%	53.6*	5.6%
CN(C)C(=O)c1snnc1-c1ccccc1	-23.5%	-17.1	-3.2%	-5.2%	-1.9%	6.7%	0.6	-5.7%
O=C(Nc1ccccc1)c1ccc(F)c(S(=O)(=O)N2CCOCC2)c1	5.6%	-6.8	6.7%	16.4%	2.9%	7.8%	2.9	19.8%
CCN(CC(=O)Nc1ccc(OC)cc1)C(=O)CSCc1ccc(C)cc1	17.4%	-20.7	11.7%	?	-0.7%	-11.7%	-5.5	?
O=C(CCC(=O)Nc1nnc(C2CCCCC2)s1)NCc1cccs1	-8.5%	-6.6	-0.8%	3.2%	-0.5%	7.6%	-2.1	-16.8%
Cc1oc2c(c1C(=O)NCc1ccccc1)CCCC2	-6.7%	13.1	1.6%	5.2%	10.9%	12.4%	2.1	11.2%
Cc1ccnc(NC(=O)c2ccc(N3C(=O)CCC3=O)cc2)c1	-6.9%	15.3	7.9%	7.7%	-13.0%	-2.0%	-1.6	-3.2%
[O-][n+]1cccc(C(O)c2ccccc2)c1 (stereo unspecified)	-26.0%	7.3	11.2%	0.5%	-0.8%	-10.3%	10.6	5.7%
Cc1onc(-c2ccccc2)c1C(=O)Nc1ccc(S(=O)(=O)NC(C)(C)C)cc1	?	3.7	0.3%	4.0%	5.1%	-26.9%	6.4	-7.9%
CCCc1nn(-c2ccccc2)c2c1C(c1cccs1)C(C#N)=C(N)O2 (stereo unspecified)	.	-13.8	-12.7%	-4.3%	6.0%	0.1%	-2.2	6.0%
O=C(O)CC1(CC(=O)Nc2cccc(C(=O)O)c2)CCCC1	-10.1%	14.1	2.4%	-7.7%	1.4%	7.6%	3.2	13.1%
CCOC(=O)c1c(NC(=O)CSc2n[nH]c(N)n2)sc(CC)c1C	4.1%	10.8	-11.6%	-24.1%	0.9%	-17.7%	4.6	-12.3%
Cc1cc(C)c(NC(=O)c2cccc3c2C(=O)N(C2CCCCC2)C3)c(C)c1	7.0%	8.3	16.6%	-8.3%	-0.6%	-15.5%	0.0	10.0%
COc1ccc(CNC(=O)CNC(=O)c2c(C)nn(C)c2Cl)cc1	10.3%	-3.3	3.6%	-0.8%	6.3%	-8.8%	1.6	-5.8%
CCOC(=O)c1ccc(N(CCC2CO2)S(=O)(=O)c2ccc(C)cc2)cc1 (stereo unspecified)	.	1.6	27.8%	-16.3%	10.1%	-10.1%	-3.9	-10.5%
CC(C)(C)NC(=O)C(c1ccccc1)N(C(=O)c1ccco1)C1CC1 (stereo unspecified)	27.3%	4.6	-0.6%	14.2%[57.1 µM]	17.5%	-22.8%	0.7	18.1%
O=C(O)CCSCc1ccccc1F	-24.9%	-0.8	1.9%	2.9%	12.9%	16.3%	-7.1	21.2%
CC(=O)N(C)c1ccc(NC(=O)COc2ccc(Br)cc2C)cc1	.	1.5	2.6%	4.0%	0.0%	?	3.1	16.4%
CCOc1ccc(CC(=O)Nc2c(C(=O)c3ccc(C)cc3)oc3ccccc23)cc1OCC	3.4%	.	.	.	.	0.6%	0.8	1.5%
CC(C)NC(=O)CN1C(=O)NC(CCc2ccccc2)C1=O (stereo unspecified)	.	-9.6	1.8%	-2.2%	1.6%	-8.8%	4.7	4.7%
O=C(Cc1ccccc1)NCC(=O)N1CCN(c2ccccc2F)CC1	0.4%	5.9	-1.8%	6.7%	-0.2%	5.8%	2.7	7.2%
COc1ccc(NC(=O)CN2C(=O)CSC(C)C2=O)c(OC)c1 (stereo unspecified)	8.3%	0.0	3.7%	0.2%	2.8%	-1.1%	2.3	9.4%
CCC(C)NC(=O)Nc1ccc(Br)cc1Cl (stereo unspecified)	4.4%	0.4	3.0%	-11.5%	-5.1%	2.7%	-14.1	-21.8%
O=C(Nc1ccc2oc(-c3cccnc3)nc2c1)c1cccnc1	10.2%	13.6	2.7%	9.4%	-3.0%	22.9%	-2.0	6.8%
O=C(/C=C/c1ccccc1)Nc1ncn[nH]1	21.8%	?	6.1%	10.6%	?	-3.3%	-10.7	?
CC(C)CN(C(=O)c1ccc(N2CCCC2=O)cc1)c1c(N)n(Cc2ccccc2)c(=O)[nH]c1=O	5.1%	-5.9	6.6%	0.5%	2.9%	-10.1%	1.0	0.7%
C[C@@H]1CCCCO[C@@H](CN(C)S(=O)(=O)c2ccccc2)[C@@H](C)CN([C@H](C)CO)C(=O)c2cc(N(C)C)ccc2O1	21.0%	-3.7	5.6%	-1.4%	2.2%	2.5%	-1.2	9.5%
Cc1cc(C)nc(SC2CCCCC2O)n1 (stereo unspecified)	-5.8%	-7.6	6.5%	-0.7%	2.0%	13.1%	12.1	13.4%
Cc1cc(C)n(-c2nc(C)nc(NCc3ccccc3)n2)n1	21.3%	-1.3	7.8%	10.6%	-6.7%	24.9%	-17.0	17.2%
CCOc1ccc(NC(=O)N2CCC(NC(=O)C(Cc3ccc(OC)c(OC)c3)NC(C)=O)CC2)cc1 (stereo unspecified)	14.5%	-17.3	-0.5%	3.0%	15.9%	-5.9%	-3.5	-12.2%
O=C(O)CC1S/C(=N\N=C2CCCCCCC2)N(c2ccccc2)C1=O (stereo unspecified)	-2.3%	1.8	12.0%	2.7%	1.3%	10.2%	-4.9	3.5%
NC(=O)COc1ccc2oc(-c3ccccc3)cc(=O)c2c1	-19.7%	-0.9	2.0%	-1.3%	-3.0%	-5.9%	14.7	14.4%
COC(=O)c1ccc(OCCN2C3=NCCN3c3ccccc32)cc1	-3.7%	-9.0	-3.1%	3.2%	4.0%	13.4%	4.8	4.1%
CCOC(=O)C1=CN(Cc2ccco2)S(=O)(=O)NC1c1ccc(C(F)(F)F)cc1 (stereo unspecified)	19.1%	1.1	-4.7%	-18.6%	0.9%	13.9%	8.0	9.3%
CCN(CC)CCN(C(=O)c1cc2ccccc2cc1OC)c1nc2ccc(F)cc2s1	19.2%	?	2.5%	?	-3.6%	-12.9%	-19.5	-41.0%[inhibitor]
COc1ccc(OC)c(CNn2c(-c3cccc(C)c3)nc3ccccc3c2=O)c1	16.9%	5.6	17.8%	-8.9%	0.0%	-2.3%	9.5	?
O=c1c2ccccc2ncn1-c1ccccc1C(F)(F)F	-27.0%	11.0	0.6%	1.8%[57.1 µM]	12.5%	2.6%	4.8	24.0%
Cc1c([N+](=O)[O-])cc(C(=O)Nc2ccc(Cc3ccncc3)cc2)cc1[N+](=O)[O-]	30.7%	17.6	17.8%	-12.7%	-0.9%	-17.4%	6.7	5.8%
C=CCN(CC=C)S(=O)(=O)c1ccc(C(=O)Nc2nc3c(s2)CCc2ccccc2-3)cc1	8.3%	15.5	-1.5%	3.5%	1.1%	3.1%	4.8	5.9%
COc1ccccc1NC(=O)c1csc(-n2nc(C)cc2C(F)(F)F)n1	2.5%	34.3	8.0%	19.3%	.	-2.1%	-1.4	9.3%
O=C(CC1Oc2ccccc2NC1=O)NCc1ccc(F)cc1 (stereo unspecified)	-39.4%	.	.	.	.	-12.3%	-8.7	-2.1%

Another view of part of the listing above:
canonical_smiles | FUS suppressor | DRD3 antagonist | EPAC2 ag | EPAC2 antag | aSyn yeast inh | Abeta yeast res | DRD3 agonist | TDP-43 yeast inh
Cc1c([N+](=O)[O-])cc(C(=O)Nc2ccc(Cc3ccncc3)cc2)cc1[N+](=O)[O-] | 30.7% | 17.6 | 17.8% | -12.7% | -0.9% | -17.4% | 6.7 | 5.8%
NC(=O)COc1ccc2oc(-c3ccccc3)cc(=O)c2c1 | -19.7% | -0.9 | 2.0% | -1.3% | -3.0% | -5.9% | 14.7 | 14.4%

Screens as filed in PubChem.
